Assay outcomes as filed in PubChem.
RmlCD inh 1536: inhibitors of Mycobacterium tuberculosis RmlC and RmlD coupled enzymes; RmlC+RmlD coupled enzyme assay, percent inhibition; primary screen in compound mixtures; inhibition, % at 3.6 µM; 160,000 compounds, 0.03% hits; AID 1533; in the data active = inhibition mostly above about 34%, no sharp cut-off; inconclusive = no clear call, values can overlap the other calls; inactive = mostly below about 22%; also: some results filed as inactive read as strong as hits
Target sequence (P9WH09 whole entry, looked up): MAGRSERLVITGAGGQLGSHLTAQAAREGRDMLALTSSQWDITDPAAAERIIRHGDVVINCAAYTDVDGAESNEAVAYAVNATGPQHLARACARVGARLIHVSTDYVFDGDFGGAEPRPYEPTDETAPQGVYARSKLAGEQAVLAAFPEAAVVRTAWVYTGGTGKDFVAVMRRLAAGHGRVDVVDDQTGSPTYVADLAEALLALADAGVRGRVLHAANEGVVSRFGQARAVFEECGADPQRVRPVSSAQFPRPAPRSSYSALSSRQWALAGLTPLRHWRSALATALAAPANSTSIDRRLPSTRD
Target sequence (P9WH11 whole entry, looked up): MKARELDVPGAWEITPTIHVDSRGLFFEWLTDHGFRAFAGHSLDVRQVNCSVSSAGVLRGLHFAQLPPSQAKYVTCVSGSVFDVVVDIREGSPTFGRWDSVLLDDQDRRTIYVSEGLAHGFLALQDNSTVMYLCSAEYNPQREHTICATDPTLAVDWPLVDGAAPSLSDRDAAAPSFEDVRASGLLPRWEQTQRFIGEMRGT
M. tuberculosis GlmU: inhibition of mycobacterial GlmU enzyme – biochemical, glucosamine-1-phosphate acetyltransferase (AID 1376) | 220,000 compounds, 0.25% hits | M. tuberculosis GlmU acetyltransferase enzyme assay; higher % means a stronger effect | inhibition, %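 (tested at 30 µM in the primary screen)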; hits with a dose series show IC50 in µM; in the data active = inhibition above about 13%; inconclusive = no clear call, values can overlap the other calls;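 also: 0% = complete reaction with vehicle and 100% = reaction without substrate; strong numbers were not always called active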
Starred values were filed as active, the others as inactive; ? = inconclusive; . = not tested or not shown. Not all compounds are listed; the hit share may differ from the screen's.

SMILES	RmlCD inh 1536	M. tuberculosis GlmU
CC(=O)Nc1cccc(OCC(O)Cn2c(C)nc3ccccc32)c1 (stereo unspecified)	.	9.3%
O=c1c2ccccc2nc(Cc2ccccc2)n1-c1ccccc1O	.	4.1%
c1ccc(-c2noc(-c3ccc4ccccc4c3)n2)nc1	5.6	3.9%
COc1ccc(C(=O)/C=C/Nc2ccc(S(=O)(=O)Nc3onc(C)c3C)cc2)cc1	3.7	7.1%
Cc1ccccc1N1CC(=O)N(c2ccccc2C)CC1=O	-9.3	1.8%
Cc1ccc(NC(=O)CNC(c2ccccc2)c2ccccc2)c(F)c1	-14.0	1.8%
CCc1cc2ccc(OC)cc2nc1SCC(=O)Nc1cc(C)on1	.	-0.6%
CC(C)(C)C(=O)/C=c1\[nH]c(=O)/c(=C\c2ccc(C#N)cc2)s1	.	-2.4%
CCS(=O)(=O)Nc1cccc(C2=NN(S(=O)(=O)c3ccc(F)cc3)C(c3cccs3)C2)c1 (stereo unspecified)	4.2	5.4%
C[n+]1cc[nH]c1SCC(=O)c1ccc(Cl)cc1	-5.6	0.9%
CC(CN1CCCCC1)OC(=O)C1c2ccccc2Oc2ccccc21 (stereo unspecified)	-9.6	2.6%
O=S(=O)(c1ccccc1)c1nc(-c2ccco2)oc1NCc1ccco1	5.9	-0.2%
COc1cc(OC)cc(-c2cn[nH]c2N)c1	11.1	-2.8%
CCCN1C(=O)c2cc(C(=O)O)ccc2C1O (stereo unspecified)	5.5	2.1%
Cc1ccccc1-n1c(C)nnc1SCc1nc2ccccc2s1	.	0.5%
O=C(CC12CC3CC(CC(C3)C1)C2)NCC(=O)OCc1cc(=O)oc2ccc3ccccc3c12	14.0	2.3%
O=Cc1cccn1-c1ccc2ccccc2c1	.	1.8%
CC(C)n1c(CSCc2ccc(Cl)cc2Cl)n[nH]c1=S	3.1	-2.4%
CC1=C(c2ccc(F)cc2)[N+](=O)C(C)(C)N1[O-]	-1.8	7.0%
CCOc1ccc(N(C(=O)/C=C/C(=O)Nc2cc(C)on2)C(C(=O)NC2CCCC2)c2ccccc2C)cc1 (stereo unspecified)	.	-2.3%
COc1ccc(C(=O)N2CCCC(CCC(=O)NCc3ccc(F)c(F)c3)C2)o1 (stereo unspecified)	4.4	6.2%
C/C(=N/NC(=O)c1ccccc1O)c1ccc(N2C(=O)C3CCCCC3C2=O)cc1 (stereo unspecified)	.	1.4%
C/C(=N\N1CCCCCC1)c1c(O)n(-c2ccc(Cl)cc2)c(=O)[nH]c1=O	.	-3.4%
CC1CCN(C(=O)COc2cccc3c2CCN(C)C3=O)CC1	-6.6	0.7%
Cc1nn(CC(=O)N(C)Cc2ccc(F)cc2)c(C)c1[N+](=O)[O-]	6.1	-0.5%
C/C=C/CSc1nc2c(c(=O)[nH]c(=O)n2C)n1Cc1ccc(C)cc1	-7.5	0.2%
Nc1c(-c2ccccc2)cnn1-c1cccc(C(F)(F)F)c1	12.7	0.6%
Cc1nc(NCCCN2CCOCC2)c2oc3ccccc3c2n1	11.7	-1.7%
COc1ccc(N2CSC3=C(C#N)C(c4cc(OC)ccc4OC)CC(=O)N3C2)c(OC)c1 (stereo unspecified)	9.1	0.5%
COCCn1c(C(C)C)nc2ccccc21	7.8	0.7%
COc1cc(/C=C/C(=O)O)cc(S(=O)(=O)N2CCc3ccccc32)c1OC	6.1	2.6%
CC(=O)NS(=O)(=O)c1ccc(Nc2ccc([N+](=O)[O-])c3nonc23)cc1	-3.9	4.1%
O=C(NCc1ccccc1)c1ccc2c(=O)n(CCCN3CCCC3=O)c(=S)[nH]c2c1	.	6.6%
CCCCC(=O)Nc1cccc(NC(=S)NC(=O)COc2ccccc2Cl)c1	-0.5	0.5%
Cc1onc(-c2ccccc2Cl)c1-c1nc(-c2ccccn2)no1	6.2	.
COCCSc1nnc(NC(=O)c2ccc3c(c2)OCO3)s1	-4.5	1.6%
S=C(NCC1CCCO1)NC1CCCCC1 (stereo unspecified)	-9.8	6.8%
CCc1ccc(C(=O)NNC(=S)Nc2ccc(S(N)(=O)=O)cc2)s1	-0.3	4.1%
CCOc1ccc(NC(=O)CSc2nc(C)cc(C)n2)cc1	.	-4.4%
Cc1ccc(NC(=O)CCNS(=O)(=O)c2ccc3c(c2)oc(=O)n3C)c(C)c1	-3.6	1.5%
COC(=O)c1ccc(NC(=O)CCN2C(=O)CSC2=O)cc1	.	6.4%
O=P(NC(c1ccccc1)c1ccccc1)(Oc1ccccc1)Oc1ccccc1	-10.2	0.3%
COCCNC(=O)C(c1ccc(C)o1)N(Cc1ccco1)C(=O)c1snc(C(N)=O)c1N (stereo unspecified)	.	6.5%
Cc1noc(C)c1COC(=O)COc1ccc(-c2ccccc2)cc1	4.5	.
Fc1ccc(-c2nnc3ccccn23)cc1	7.8	8.7%
COc1ccc(OC)c(/C=C/C(=O)Nc2cccc(S(=O)(=O)N3CCCC3)c2)c1	6.7	3.7%
Cc1ccc(S(=O)(=O)N2CCC(C(=O)N[C@H](C(=O)NCc3ccco3)C(C)C)CC2)cc1	36.2	0.0%
CCOC(=O)Cc1csc(NS(=O)(=O)c2ccc3ccccc3c2)n1	5.0	6.7%
O=C(CN1C(=O)c2ccccc2C1=O)NCC1COc2ccccc2O1 (stereo unspecified)	9.2	-0.6%
CCn1nnnc1SCC(=O)c1cc(Cl)ccc1OC	?	0.9%
CCN1CCN(Cc2ccc(OC(F)(F)F)cc2)CC1	-10.8	-3.7%
Cc1ccnc(NS(=O)(=O)c2cc(C(F)(F)F)ccc2Cl)c1	-2.3	-4.4%
O=C(Nc1ncc(Cc2cccc([N+](=O)[O-])c2)s1)c1ccco1	4.1	-7.3%
COC(=O)c1cc(Br)c(=O)n(CC(C)C)c1	102.5	1.3%
N#Cc1c(NC(=S)NC(=O)c2ccccc2)sc2c1CCC2	-7.2	-3.4%
COc1ccc(OC)c(S(=O)(=O)Nc2cnc3ccccc3c2)c1	.	-1.8%
C/C(=N\NC(N)=S)C12CC3CC(CC(C3)C1)C2	7.0	-1.4%
CCn1cc(C(=O)NCCCN2CCN(C)CC2)c(=O)c2cc(S(=O)(=O)N3CCc4ccccc4C3)ccc21	4.1	-6.2%
CCC(CC)C(=O)Nc1cc([N+](=O)[O-])ccc1F	7.4	3.1%
COCc1cc(C)nc(NCCc2ccccc2)c1C#N	?	1.5%

15 entries from above, comma-delimited.
Molecule,RmlCD inh 1536,M. tuberculosis GlmU
Cc1noc(C)c1COC(=O)COc1ccc(-c2ccccc2)cc1,4.5,.
Fc1ccc(-c2nnc3ccccn23)cc1,7.8,8.7%
COc1ccc(OC)c(/C=C/C(=O)Nc2cccc(S(=O)(=O)N3CCCC3)c2)c1,6.7,3.7%
Cc1ccc(S(=O)(=O)N2CCC(C(=O)N[C@H](C(=O)NCc3ccco3)C(C)C)CC2)cc1,36.2,0.0%
CCOC(=O)Cc1csc(NS(=O)(=O)c2ccc3ccccc3c2)n1,5.0,6.7%
O=C(CN1C(=O)c2ccccc2C1=O)NCC1COc2ccccc2O1 (stereo unspecified),9.2,-0.6%
CCn1nnnc1SCC(=O)c1cc(Cl)ccc1OC,?,0.9%
CCN1CCN(Cc2ccc(OC(F)(F)F)cc2)CC1,-10.8,-3.7%
Cc1ccnc(NS(=O)(=O)c2cc(C(F)(F)F)ccc2Cl)c1,-2.3,-4.4%
O=C(Nc1ncc(Cc2cccc([N+](=O)[O-])c2)s1)c1ccco1,4.1,-7.3%
COC(=O)c1cc(Br)c(=O)n(CC(C)C)c1,102.5,1.3%
N#Cc1c(NC(=S)NC(=O)c2ccccc2)sc2c1CCC2,-7.2,-3.4%
COc1ccc(OC)c(S(=O)(=O)Nc2cnc3ccccc3c2)c1,.,-1.8%
C/C(=N\NC(N)=S)C12CC3CC(CC(C3)C1)C2,7.0,-1.4%
CCn1cc(C(=O)NCCCN2CCN(C)CC2)c(=O)c2cc(S(=O)(=O)N3CCc4ccccc4C3)ccc21,4.1,-6.2%

(list continues)
SMILES	RmlCD inh 1536	M. tuberculosis GlmU
O=C(C[n+]1ccc(-c2cc(C(=O)Nc3cccc(C(F)(F)F)c3)c3ccccc3n2)cc1)c1cccc([N+](=O)[O-])c1	5.3	-11.3%
CCn1c(SCC(=O)Nc2ccccc2OC)nc2ccccc2c1=O	.	2.5%
Cn1cnc2nc3n(c2c1=O)CCC3	-10.1	0.3%
C/C(=C\C(=O)c1ccccc1)Nc1ccc(Cl)c(Br)c1	.	1.9%
O=C(CSCc1ccc([N+](=O)[O-])cc1)Nc1ccccc1C(=O)O	8.1	4.7%
COc1ccc(NS(=O)(=O)c2cccc(Cl)c2Cl)cc1S(=O)(=O)N1CCCCC1	33.2	-5.0%
O=C(O)c1cccc(O)c1O	.	-4.1%
CC1CC(C)CN(CCCNC(=O)Cn2ncc3c(=O)oc4ccccc4c32)C1 (stereo unspecified)	.	4.8%
O=S(=O)(Nc1cccc2c1ccc1cccn12)c1cccs1	5.5	7.0%
Cc1ccc(N(Cc2ccc([N+](=O)[O-])cc2)C(=O)c2ccco2)cc1	5.9	1.6%
Cc1c2ccccc2nc2c(F)c(NC(C)C)c(F)c(F)c12	.	2.1%
Cc1cccc(N2CCN(C(=O)CS(=O)(=O)Cc3nc(-c4ccccc4F)oc3C)CC2C)c1 (stereo unspecified)	-8.1	6.6%
CC(c1ccccc1)C1C(C#N)=C(N)OC2=C1C(=O)CC(C)(C)C2 (stereo unspecified)	.	6.2%
COc1ccc(OC)c(NC(=O)CSc2nc3cccnc3n2C)c1	9.0	3.5%
CCCCC(=O)Nc1cccc(-c2cn3ccsc3n2)c1	10.5	-1.0%
O=C(CSc1ncnc2sc3c(c12)CCCC3)c1ccccc1	.	1.6%
Cn1c(=O)n(C)c2cc(/C=N/n3cnnc3)ccc21	2.0	-5.0%
O=C(NCN1CCCCC1)c1cccnc1	7.2	2.8%
NC(=O)COC(=O)c1c2c(nc3ccccc13)CCC2	4.9	2.5%
Cc1ccc(-n2nc(C)c(C3(O)C(=O)N(C(C)C)c4ccccc43)c2N)cc1 (stereo unspecified)	4.0	5.9%
CC(C)COc1ccc(-c2nnn(CC(=O)N3CCCC3)n2)cc1	-4.2	4.0%
O=C1CC(N2CCCCCC2)C(=O)N1c1ccc(F)cc1 (stereo unspecified)	-8.0	0.4%
Cc1cc(NC(=O)C2CC(c3ccc(Cl)cc3)=NO2)no1 (stereo unspecified)	14.5	7.1%
CN1c2ccccc2Oc2c(c(=O)n(C)c(=O)n2C)C1c1cccc([N+](=O)[O-])c1 (stereo unspecified)	.	-3.5%
COc1ccccc1NC(=O)CCc1nc(-c2cccs2)no1	2.9	.
N/C(=N\OC(=O)c1ccc2c(c1)OCO2)c1cccnc1	1.2	3.0%
Cc1ccc(-n2ncc3c(=O)n(CC(=O)NC4CCCC4)cnc32)cc1C	-11.2	7.1%
Cc1ccc(C)c(OCC(=O)N2CCOCC2)c1	-4.0	5.4%
COc1ccc2cc(-c3[nH]ncc3CN3CCCN(c4ccccc4)CC3)ccc2c1	8.3	-0.1%
O=C(c1c[nH]c2ccc(S(=O)(=O)N3CCOCC3)cc2c1=O)N1CCCC1	-4.2	0.6%
CCCN1Cc2cccc(C(=O)Nc3ccc4c(c3)OCO4)c2C1=O	7.9	.
O=C(COC(=O)c1ccc(S(=O)(=O)Nc2ccccc2)cc1)NC1CCCC1	14.9	-4.9%
CCOC(=O)c1cnc2c(C)c(Cl)ccc2c1N1CCOCC1	7.4	.
N#Cc1cc([N+](=O)[O-])ccc1NCCN1CCOCC1	.	3.1%
Nc1c(C(=O)Nc2ccccc2F)sc2nc(Cc3ccccc3)cc(C(F)(F)F)c12	3.9	-0.8%
Cc1c(Cl)cccc1NC(=O)CCN1CCCCC1	-6.5	-0.5%
CS(=O)(=O)N(CC(=O)Nc1ccc(S(=O)(=O)N2CCOCC2)cc1)c1ccccc1Cl	-7.1	-7.4%
COc1ccc(NC(=S)N2CCN(c3ccccn3)CC2)cc1	-11.8	3.8%
N#C/C(=C\c1ccc(-c2ccccc2[N+](=O)[O-])o1)C(=O)Nc1nc(-c2cccs2)cs1	12.9	6.0%
CC(C)(C)c1cc(N)n(-c2ccc(C(=O)O)cc2)n1	-9.7	5.5%
COc1cccc(-n2c(SCC(=O)O)nnc2-c2cccnc2)c1	-15.3	-0.3%
CCNc1nc(NC(C)CC)nc(Oc2ccc(OCC)nn2)n1 (stereo unspecified)	6.3	3.0%
CCN(CC)C(=O)c1oc2ccc(S(=O)(=O)N3CCCCCC3)cc2c1C	3.6	4.1%
COc1ccc(C2=NOC(C(=O)NCC(C)C)C2)cc1 (stereo unspecified)	-7.0	0.6%
CC(=O)c1cccc(NC(=O)c2ccc3c(Cl)c4c(nc3c2)CCCC4)c1	16.2	-6.1%
COc1cccc(-c2cc(C(=O)Nc3cccc(O)c3)no2)c1	.	1.4%
COC(=O)c1c(NC(=O)CN2CCN(S(=O)(=O)c3ccccc3)CC2)sc2c1CCC(C)C2 (stereo unspecified)	-6.2	-3.0%
CCOc1cc(S(=O)(=O)NCc2ccccc2)ccc1F	7.5	6.7%
COc1ccc(CCNC(=O)COC(=O)c2cnccn2)cc1	-6.4	9.6%
COC(=O)[C@@H]1C[C@@H]2CC[C@@H](O)C[C@@H]2N1Cc1ccc(OC)cc1	.	2.0%
CCn1c(=NC(=O)C2COc3ccccc3O2)sc2c(OC)ccc(OC)c21 (stereo unspecified)	.	5.1%
CC(C(=O)NC1C(=O)N2C(C(=O)O)=C(CSc3nnnn3C)CSC12)n1cc(Br)cn1 (stereo unspecified)	-13.9	3.1%
CCCCn1c(-c2c(Cl)c(C)nn2C)n[nH]c1=S	8.0	-0.2%
O=C(/C=C/c1ccc(F)cc1)Nc1nc2ccccc2[nH]1	14.8	1.1%
